POLH inh: qHTS for Inhibitors of Polymerase Eta; DNA polymerase eta (Homo sapiens), Q9Y253; recombinant Pol eta, fluorescent DNA replication assay; Potency, µM (titrated, usually from 114 µM), for inactives: top-dose activity change, negative = inhibition, hits mostly inhibitors; hit rate 1.2% among 390,000; also: potency is read from the fitted curve at half-maximal effect; % is scaled to controls: 0 for no effect and ±100 for the full control effect
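Pol eta at 10 nM preincubated with compounds 15 min at room temperature; reaction started with fluorescent substrate (50 nM final) and read kinetically at 0 and 10 min.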
POLI inh: qHTS for Inhibitors of Polymerase Iota. DNA polymerase iota (Homo sapiens), Q9UNA4. Pol iota fluorescent replication assay, 10 min. Potency, µM (series often up to 115 µM), for the others: top-dose activity, negative = inhibition, actives largely listed as inhibitors. hit rate 1% among 390,000. AID 588590, 2011; also: potency is read from the fitted curve at half-maximal effect
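Fluorescent replication assay read twice, at 0 min and 10 min after adding 50 nM (final) substrate. Enzyme (10 nM) and compounds were first incubated 15 min at room temperature; enzyme-free buffer wells were negative controls.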
BLM helicase inh: qHTS Assay for Inhibitors of Bloom's syndrome helicase (BLM) | Potency, µM (top dose mostly 56.1 µM), inactives show at the top dose activity change, negative = inhibition, usual class: inhibitors | hit rate 0.2% among 350,000 | recombinant BLM DNA unwinding, fluorescence dequenching;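 also: potency is read from the fitted curve at half-maximal effect; plate controls were vehicle for no effect and no enzyme for full effect; nearly all actives have a fitted effect of over 35% in size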
Apoferritin bind: qHTS Assay for Identification of Novel General Anesthetics; AID 485281, 2010; hit rate 0.074% among 350,000; Ferritin light chain (Equus caballus), P02791; Potency, µM (titrated, usually from 77.5 µM), without a hit: at the top dose activity change, negative = displacement, most hits filed as inhibitors; apoferritin/1-aminoanthracene competitive binding, fluorescence; also: potency is read from the fitted curve at half-maximal effect; % is scaled to controls: 0 for no effect and ±100 for the full control effect; nearly all actives have a fitted effect of over 20% in size
Target sequence (P02791 2-175 limits assumed): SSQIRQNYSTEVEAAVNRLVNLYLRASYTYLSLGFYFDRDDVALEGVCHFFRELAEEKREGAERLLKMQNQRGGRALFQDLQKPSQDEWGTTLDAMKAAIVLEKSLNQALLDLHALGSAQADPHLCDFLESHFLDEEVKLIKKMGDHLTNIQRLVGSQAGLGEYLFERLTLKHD
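Steps: apoferritin (10 uM) was premixed with half-saturated 1-AMA in PBS, compounds were pin-transferred, plates stood 10 min at room temperature, fluorescence was read at 380/535 nm, and curves were fitted with a Hill equation.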
POLK inh: qHTS for Inhibitors of Polymerase Kappa. purified Pol kappa, fluorescent DNA synthesis assay, 10 min. DNA polymerase kappa (Homo sapiens), Q9UBT6. Potency, µM (titrated, usually from 107 µM), for inactives: top-dose activity, negative = inhibition, hits mostly inhibitors. AID 588579, 2011. hit rate 0.53% among 400,000; also: potency is read from the fitted curve at half-maximal effect; % is scaled to controls: 0 for no effect and ±100 for the full control effect
Target sequence (Q9UBT6 whole entry, looked up): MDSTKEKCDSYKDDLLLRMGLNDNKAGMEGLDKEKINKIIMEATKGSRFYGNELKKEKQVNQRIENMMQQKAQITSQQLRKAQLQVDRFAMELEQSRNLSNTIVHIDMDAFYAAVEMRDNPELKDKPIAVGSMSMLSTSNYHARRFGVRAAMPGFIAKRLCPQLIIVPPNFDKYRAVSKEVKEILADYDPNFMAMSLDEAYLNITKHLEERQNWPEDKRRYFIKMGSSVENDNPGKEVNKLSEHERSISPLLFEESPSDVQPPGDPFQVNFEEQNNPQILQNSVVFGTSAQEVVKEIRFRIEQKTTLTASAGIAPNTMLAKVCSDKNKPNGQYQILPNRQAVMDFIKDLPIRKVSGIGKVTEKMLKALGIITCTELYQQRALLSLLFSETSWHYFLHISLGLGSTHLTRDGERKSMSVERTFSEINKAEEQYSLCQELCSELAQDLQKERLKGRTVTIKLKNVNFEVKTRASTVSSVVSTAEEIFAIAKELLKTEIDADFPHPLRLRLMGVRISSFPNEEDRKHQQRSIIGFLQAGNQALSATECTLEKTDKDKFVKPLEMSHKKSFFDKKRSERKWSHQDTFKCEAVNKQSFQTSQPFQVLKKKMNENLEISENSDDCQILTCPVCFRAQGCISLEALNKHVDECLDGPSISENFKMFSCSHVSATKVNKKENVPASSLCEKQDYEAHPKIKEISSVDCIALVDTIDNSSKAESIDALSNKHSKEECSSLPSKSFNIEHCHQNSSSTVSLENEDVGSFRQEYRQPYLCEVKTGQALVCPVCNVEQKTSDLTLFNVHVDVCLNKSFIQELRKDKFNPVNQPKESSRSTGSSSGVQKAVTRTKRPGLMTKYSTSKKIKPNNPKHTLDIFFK
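Here, compound and 10 nM enzyme are combined for 15 min at room temperature; adding 50 nM substrate (final) starts DNA synthesis, tracked by fluorescence at 0 and 10 min against buffer-only wells.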
RXFP1 antagonist: qHTS Assay for Antagonists of the Relaxin Receptor RXFP1; Relaxin receptor 1 (Homo sapiens), Q9HBX9; hit rate 0.59% among 350,000; HEK293-RXFP1, relaxin-stimulated cAMP HTRF, 30 min; active compounds read low; activity change, negative = inhibition, % at 57.5 µM;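 active = activity change of -60% or lower, but not beyond a set lower limit; inconclusive = change between -60% and -40%, or beyond the set limit; inactive = change above -40%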; also: % is scaled to controls: 0 for no effect and ±100 for the full control effect
POLB inh: qHTS Assay for Inhibitors of DNA Polymerase Beta | P06746 | Pol beta primer extension/strand displacement, fluorescence kinetic | Potency, µM (doses to about 114 µM), for the others: at the highest dose activity change, negative = inhibition, usual class: inhibitors | hit rate 1.3% among 340,000 | AID 485314, 2010; also: potency is read from the fitted curve at half-maximal effect; % is scaled to controls: 0 for no effect and ±100 for the full control effect
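Preincubation: enzyme (10 nM) with compound, 15 min, RT. Reaction: substrate added to 50 nM final. Reads: 0 and 10 min. Analysis: normalized, Hill fit.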
APE1 inh: qHTS Assay for Inhibitors of the Human Apurinic/apyrimidinic Endonuclease 1 (APE1); recombinant APE1, TAMRA/BHQ-2 abasic DNA cleavage fluorescence; DNA repair nuclease/redox regulator APEX1 (Homo sapiens), P27695; hit rate 0.35% among 350,000; Potency, µM (titrated, usually from 65.8 µM), without a hit: at the top dose activity change, negative = inhibition, hits mostly inhibitors;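 also: potency is read from the fitted curve at half-maximal effect; plate controls were vehicle for no effect and reference inhibitor for full effect; nearly all actives have a fitted effect of over 55% in size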
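APE1 at 0.75 nM preincubated 15 min at room temperature with compound. Reaction then started with 50 nM double-stranded THF-abasic substrate labelled with TAMRA/BHQ-2, and 525/598 nm fluorescence read kinetically. Activity taken as third-minus-first read difference, normalized to DMSO and NSC13755 controls.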
PGK inhibitor: qHTS Assay to Find Inhibitors of Phosphoglycerate Kinase. Potency, µM (titrated, usually from 57.5 µM), for the others: top-dose activity change, negative = inhibition, hits mostly inhibitors. hit rate 0.043% among 380,000. PGK/GAPDH coupled, Kinase-Glo luminescence, 60 min. AID 602233, 2012; also: potency is read from the fitted curve at half-maximal effect; % is scaled to controls: 0 for no effect and ±100 for the full control effect; nearly all actives have a fitted effect of over 60% in size
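Recombinant glycosomal PGK reaction used 1,3-bisphosphoglycerate generated in-well by GAPDH (100nM final) in 100mM TEA pH 7.6, 5mM MgCl2, 0.01% Tween-20. After 60 minutes at room temperature, ATP was read by Kinase-Glo Plus luminescence end-point.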
Numbers without * were called inactive; i = inactive; ? = inconclusive; . = no result given; & = joins results of further samples; [ ] = another dose, or the depositor's remark. Unless noted, calls follow the shape of the dose curve; as a rule, active = well fitted curve in the direction sought with a large enough effect; inconclusive = small, poorly fitted or top-dose-only effect, or another doubt; inactive = no such curve, though single readings can be large; an effect the other way counts as inactive or inconclusive. This is a subset. The share of hits here may be higher or lower than overall.

compound,POLH inh,POLI inh,BLM helicase inh,Apoferritin bind,POLK inh,RXFP1 antagonist,POLB inh,APE1 inh,PGK inhibitor
CC(NC(=O)c1cc2c(s1)CS(=O)(=O)C2)c1ccccc1 (stereo not drawn),0%,-24%,-4%,-14%,-7%,-2,1%,61%[activator],i
COC(=O)C(C)Oc1ccc(-c2nccc(-c3ccccn3)n2)cc1 (stereo not drawn),-21%,-4%,-6%,1%,4%,-2,-1%,13%,-13%
Cc1c(Cl)cccc1NC(=O)CN1CCC(NC(=O)C2CCCCC2)CC1,-14%,17%,1%,-8%,-4%,-6,37%,7%,3%[11.5 µM]
CC(C)N(Cc1cn(C)nc1-c1cccc(Cl)c1)Cc1nccn1C,-24%,42%[activator],-6%,-8%,-5%,?,30%,-2%,4%
Cc1ccccc1C(=O)NC(NC(=S)Nc1ccc(S(N)(=O)=O)cc1)C(Cl)(Cl)Cl (stereo not drawn),-7%,17%,-9%,-6%,-7%,-2,-19%,0%,-9%
O=C(Nc1ccc(NC(=O)C2CCCCC2)nc1)c1cccc(F)c1,-4%,19%,-4%,1%,-7%,-1,11%,80%[activator],-7%
CCn1nnnc1-c1ccc(OC)c(S(=O)(=O)NCCc2ccccc2)c1,-27%,18%,3%,-11%,-10%,0,1%,-7%,5%
O=C(CSc1nc(-c2cccc(F)c2)[nH]c1-c1ccccc1)Nc1ccc2c(c1)OCCO2,-20%,-3%,-5%,33%[activator],2%,-29,6%,.,-3%
O=C(NCCN1CCOCC1)c1ccc(Cl)c(Cl)c1,4%,18%,-3%,-8%,3%,11,87%,2%,-7%
CN(CC(=O)Nc1ccc(Cl)cc1)CC(=O)Nc1ccc(C(N)=O)cc1,-5%,19%,-2%,-1%,0%,-8,-21%,0%,i
CC(C(N)=O)N1C(=O)c2cccc3cccc1c23 (stereo not drawn),7%,29%,1%,102%[activator],-5%,6,19%,-2%,-3%
COCCn1nnnc1CN(CCc1ccccc1)Cc1cc2ccc(C)cc2[nH]c1=O,-6%,5%,-8%,8%,-3%,-3,-2%,-6%,-1%
CCCc1ccc(S(=O)(=O)N/N=C(/C)c2ccc3c(c2)OCO3)cc1,-13%,44%[activator],-17%,-8%,5%,-5,-4%,-2%,i
CC(=O)c1cccc(-n2c(CCC(=O)O)ccc2-c2ccc(C)cc2)c1,0%,128%[activator],-2%,-6%,-19%,-5,20%,34%,-1%
COc1ccc(-c2c(C#Cc3ccsc3)c3cc(-c4ccc(OC)c(F)c4)ccc3n2C)cc1,-6%,-1%,.,.,-16%,.,.,-18%,-1%
O=C(NCCOC(=O)c1ccccc1)c1ccccc1,-2%,0%,.,.,0%,-4,.,-1%,-2%
COCC(=O)Nc1ccc(Br)c(C)c1,-13%,22%,-1%,-14%,-1%,1,-1%,-6%,-2%
CN(C)c1cccc(NC(=O)CCc2ccccc2)c1,-16%,2%,-2%,-12%,-16%,10,4%,2%,2%
Cc1ccc(S(=O)(=O)NC(=O)Nc2nc(-c3ccc(F)c(F)c3)cs2)cc1,-24%,2%[58.9 µM],-7%,0%,-12%,-1,10%,-2%,4%
Cc1cc(C)nc(SCc2nnc(SCC(=O)Nc3nccs3)n2Cc2ccco2)n1,-12%,22%,-1%,-19%,-9%,0,14%,-2%,-2%
COc1ccccc1NC(=O)CSc1nc2nccnc2c(=O)n1Cc1cccs1,-17%,28%,-3%,-9%,-4%,-2,25%,0%,1%
COc1ccc(-c2cc(C)no2)cc1S(=O)(=O)NCc1ccco1,1%,?,-3%,-4%,-41%,-5,-8%,.,1%
COc1ccccc1N1CCN(C(=O)CCCn2nc(C)c([N+](=O)[O-])c2C)CC1,-15%,1%,-2%,-9%,-11%,1,0%,2%,-8%
Cc1cc(OCCN2CC(C)OC(C)C2)ccc1[N+](=O)[O-] (stereo not drawn),-15%,8%[58.9 µM],-1%,-13%,-9%,-27,35%,-1%,i
CC(C)c1nc(SCC(=O)Nc2ccc(C(=O)O)cc2)c2c3c(sc2n1)CCCC3,8%,95%[activator],-1%,-6%,-20%,-5,2%,-5%,-1%
Cc1ccc(N(CC(=O)NCc2ccccc2)C(=O)CCC(=O)Nc2ccccn2)cc1,0%,56%[activator],0%,-1%,-5%,10,16%,5%,9%
CC(CNC(=O)c1nnc(Cc2cccc(F)c2)o1)c1ccccc1 (stereo not drawn),-16%,6%,-1%,-6%,-7%,-8,-18%,.,-1%
Cc1ccccc1-c1ccc(C(=O)Nc2cccc(F)c2)o1,-24%,?,-4%,-10%,-4%,.,?,10%,-7%
S=C(c1ccccc1)N1CCN(c2ccccc2)CC1,-19%,86%[activator],.,.,-7%,-13,.,.,-7%
CC(=O)N1CCc2cc(S(=O)(=O)NCCN3CCC(C)CC3)ccc21,7%,29%,2%,-6%,7%,-6,-18%,2%,0%
CC(C)(C)P(=O)(CO)c1ccccc1 (stereo not drawn),4%,11%,-3%,-11%,1%,-7,6%,1%,-6%
COC(=O)c1ccc(Sc2ccccc2NS(=O)(=O)c2ccc(OC)cc2)nc1,-2%,12%,5%,-8%,-18%,1,-17%,-3%,-4%
CN(C)c1nc(N)nc(CSc2nnnn2-c2ccc(F)cc2)n1,-3%,-8%,1%,-5%,4%,-15,-12%,-2%,-9%
CC1(C)CC(C(=O)Nc2ccccc2)C(=O)O1 (stereo not drawn),-23%,99%[activator],.,.,4%,-1,.,.,-1%
COc1ccc(OCC(O)CNC(=O)c2ccccc2C(=O)O)cc1 (stereo not drawn),-3%,-10%,1%,5%,-5%,7,8%,-2%,i
COc1ccc(N2C(=O)NC(NS(=O)(=O)c3ccc(NC(C)=O)cc3)(C(F)(F)F)C2=O)cc1 (stereo not drawn),-2%&-5%,25%&-2%,0%&0%,-2%&4%,1%&-8%,-15&-3,-27%&12%,-2%,-4%&7%
Cn1c(CNC(=O)c2ccco2)nnc1SCC(=O)N1c2ccccc2Sc2ccccc21,-18%,13%,-2%,-13%,2%,-9,1%,-7%,-2%
Cc1ccc(N/C(CSC(N)=O)=N\S(=O)(=O)c2ccc(C)cc2)cc1,-4%,-7%,-2%,-4%,-4%,-8,9%,12%,-9%
COc1ccc(S(=O)(=O)N(C)CC(=O)N2CCN(C)CC2)cc1C,-2%,-6%,-1%,6%,-6%,-2,2%,16%,8%
O=C(CNC(=O)COc1ccccc1)NCc1ccccc1F,-5%,5%,-2%,1%,-6%,-1,0%[57.1 µM],3%,-3%
O=C(Cn1ncc2c3ccccc3n(Cc3ccc(F)cc3)c2c1=O)NCCC1=CCCCC1,-2%,8%,0%,-11%,4%,4,18%,.,-4%
CCOc1cc(C(=O)CCC(=O)OCC(=O)Nc2ccc(C)c(S(=O)(=O)N(C)C)c2)ccc1O,-22%,47%[activator],-3%,-15%,-7%,0,21%,-9%,12%
COc1ccc(N(C)C(=O)CC2(CC(=O)O)CCCCC2)cc1,8%,10%,0%,3%,3%,-32,13%,?,i
Cc1ccc(NC(=O)CN(C)S(=O)(=O)c2cnc[nH]2)cc1,-12%,10%,-1%,-6%,-15%,0,1%,.,-12%
Cc1occc1C(=O)Nc1cc(=O)n(C)c(=O)n1C,-6%,39%[activator],-4%,-1%,-2%,-3,-3%,-2%,4%
CCOC(=O)CCSc1nnc(-c2cccnc2)n1-c1ccccc1OC,-2%,8%,0%,1%,-1%,-16,22%,18%,i
COc1cc2[nH]c(=S)nc(NCc3cccnc3)c2cc1OC,-6%,29%,-6%,-13%,-7%[60.1 µM],2,4%,7%,-1%
CC(=O)N/C(=C\c1ccc(Cl)cc1)C(=O)O,-5%,9%,-11%,1%,12%,1,53%,?,i
CC(C)CCC(=O)N1CCC(N2CCC(C(=O)NCc3ccccn3)CC2)CC1,-13%,28%,0%,2%,-4%,-1,-4%,32%,10%
COc1ccc(CNC(=O)Cn2cc([N+](=O)[O-])cn2)cc1,-16%,32%[activator],.,.,1%,-1,.,.,4%

More structures.
compound,POLH inh,POLI inh,BLM helicase inh,Apoferritin bind,POLK inh,RXFP1 antagonist,POLB inh,APE1 inh,PGK inhibitor
CC(=O)c1ccc(NC(=O)c2ccc(-c3ccc(Cl)cc3)o2)cc1,.,?,-12%,?,2%,-2,?,.,.
N#Cc1cc2c(nc1SCC(=O)Nc1sc3c(c1C#N)CCC3)CCCCC2,-4%,?,-5%,-3%,-29%,-2,0%,0%,0%
COCCNc1oc(-c2ccccc2Cl)nc1S(=O)(=O)c1ccc(C)cc1,-7%,9%,.,.,-23%,-14,.,-19%,-10%
CCN1C(=O)C(CC(=O)Nc2ccc(OC)cc2)N(CCN2CCOCC2)C1=S (stereo not drawn),-24%,51%[activator],-7%,-3%,7%,7,7%,-4%,i
COc1ccccc1NC(=O)Cn1nnc(C(=O)NCc2cccs2)c1N,-9%&-12%,?,-6%&-13%,130%[activator],4%&-18%,-2,-30%,26%,2%
Cc1ccc(C)c(OCC(=O)Nc2nc3ccc([N+](=O)[O-])cc3s2)c1,-2%,18%,-1%,3%,-13%,.,4%,2%,-3%
Cc1noc(C)c1C(=O)N1CCc2ccccc21,2%,3%[58.9 µM],-1%,-2%,-7%,-6,-4%,0%,i
